# Compound activity from PubChem BioAssay.
# MPTP block – permeability transition pore inhibition. AID 602449. 360,000 tested, 1.4% active. inhibition, % at 10 µM. isolated mouse mitochondria, Ca2+ swelling absorbance, 30 min;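 active means inhibition of 50% or more, scaled per plate between neutral and stimulator controls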;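 further: 0% = DMSO wells given calcium and 100% = 1 mM EGTA wells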
# ATG4B inh – blocks human ATG4B protease cleavage of LC3 substrate | inhibition, % at 8.33 µM | ATG4B cleavage of LC3-PLA2, NBD-HPC fluorescence, 1 h | 340,000 tested, 0.51% active; in the data active means inhibition above about 40%
# Target sequence (Q9Y4P1 whole entry, looked up): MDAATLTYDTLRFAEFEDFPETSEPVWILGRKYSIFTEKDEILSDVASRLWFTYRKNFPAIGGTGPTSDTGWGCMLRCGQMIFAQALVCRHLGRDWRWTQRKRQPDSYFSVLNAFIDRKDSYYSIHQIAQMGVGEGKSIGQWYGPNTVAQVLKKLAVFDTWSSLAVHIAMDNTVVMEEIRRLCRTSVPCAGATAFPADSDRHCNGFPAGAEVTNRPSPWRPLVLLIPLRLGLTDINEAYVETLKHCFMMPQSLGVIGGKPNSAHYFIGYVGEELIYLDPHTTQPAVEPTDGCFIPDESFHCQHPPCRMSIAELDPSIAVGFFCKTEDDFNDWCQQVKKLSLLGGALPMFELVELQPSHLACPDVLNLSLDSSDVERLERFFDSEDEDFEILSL
# PfG6PD inh – PfG6PD (Plasmodium falciparum) enzyme inhibition. PfGluPho enzyme, NADPH resazurin-diaphorase fluorescence. inhibition, % at 20 µM. 350,000 tested, 0.78% active. AID 504690;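 active means inhibition reaching at least a set limit at 20 µM in the primary screen, cut at about 59% in these data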;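 further: 0% = DMSO wells with substrate and 100% = DMSO wells lacking glucose-6-phosphate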
# SENP6 inh – SENP6 protease inhibition; Q9GZR1; inhibition, % at 10 µM; Recombinant SENP6 catalytic domain, aminoluciferin luminescence; 330,000 tested, 1.8% active;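 active means inhibition above about 50% at the single tested dose, limit read from the data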;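 further: plate controls were DMSO wells with enzyme for no effect and DMSO wells lacking enzyme for full effect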
# SENP8 inh – blocks human SENP8 cleavage of Nedd8 substrate; AID 602440; recombinant SENP8, Nedd8 substrate fluorescence; inhibition, % at 20 µM; Q96LD8; 360,000 tested, 0.64% active; in the data active means inhibition mostly above about 40%, no sharp cut-off; inactive means mostly below about 27%
# Target sequence (Q96LD8 whole entry, looked up): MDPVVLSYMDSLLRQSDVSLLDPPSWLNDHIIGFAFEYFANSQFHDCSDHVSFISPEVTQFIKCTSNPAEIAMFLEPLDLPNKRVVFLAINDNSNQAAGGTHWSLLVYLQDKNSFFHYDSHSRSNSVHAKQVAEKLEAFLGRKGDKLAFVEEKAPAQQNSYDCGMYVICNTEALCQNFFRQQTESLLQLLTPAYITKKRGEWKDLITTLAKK
# SENP1 inh – SENP1 (human) catalytic domain inhibition; Q9P0U3; recombinant SENP1 catalytic domain, CyPet-SUMO1-YPet FRET cleavage; inhibition, % at 10 µM; 360,000 tested, 0.21% active; AID 624204;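 active means inhibition at least 30% at 10 µM, raw YFP signal under a set limit, fluorescence ratio 0.5 to 1.5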;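 further: 0% = enzyme with DMSO and 100% = no enzyme wells; some results filed as inactive read as strong as hits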
# Target sequence (Q9P0U3 419-644 limits assumed): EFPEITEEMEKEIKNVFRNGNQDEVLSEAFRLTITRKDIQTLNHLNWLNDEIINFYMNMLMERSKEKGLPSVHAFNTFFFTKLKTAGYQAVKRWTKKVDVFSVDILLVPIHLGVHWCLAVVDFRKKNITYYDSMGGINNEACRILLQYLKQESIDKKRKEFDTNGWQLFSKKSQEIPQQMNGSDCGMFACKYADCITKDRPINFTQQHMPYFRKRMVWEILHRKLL
#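 Material: hSENP1 catalytic domain, recombinant; medium: Tris pH 8 with BME, BSA, NP40 and catalase; compound: single concentration of 10 µM compound, 0.5% DMSO final; technique: FRET read of cyan and yellow fluorescence; timing: 50 min enzyme reaction, room temperature, light-protected; reagent: SFCypet-SUMO1-SFYpet substrate at 25 nM; control set: no-enzyme low, enzyme-DMSO high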
# GRIN3A LBD mod – NR3A (human) ligand-binding domain modulation; Tm shift relative to glycine control, % at 25 µM; NR3A LBD differential scanning fluorimetry, Tm shift; 0% = protein alone, 100% = glycine-bound protein; AID 1259313; 340,000 tested, 2.5% active;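 active means melting temperature shift of at least 10% of the positive control shift, at one fixed dose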
# hIAP act – human IAP activation; AID 2524; activation factor at 10 µM; purified human IAP, CDP-Star luminescence, 30 min; hits give high values; 1 = vehicle-only enzyme, 0 = enzyme-free background; 330,000 tested, 0.16% active;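 active means activation factor of the enzyme at least 2-fold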; further: the source names both 10 and 20 µM as test concentration; values of inactives mirror those of a sister screen read the other way
# Starred values were filed as active, the others as inactive; nt = not tested or not shown; & = joins results of further samples. The list is partial, so the mix of outcomes need not match the whole.
# Results follow in this order: MPTP block | ATG4B inh | PfG6PD inh | SENP6 inh | SENP8 inh | SENP1 inh | GRIN3A LBD mod | hIAP act
1) COC(=O)C1=CO[C@@H](OC2OC(CO)C(O)C(O)C2O)[C@@H]2[C@@H](C)[C@@H](O)C[C@H]12 (stereo not given in full)
→ -1.0 | -20 | -5 | 0 | 17 | 3 | 0 | 0.89
2) O=C(Nc1ccc(C(=O)O)c(O)c1)c1ccccc1
→ 0.0 | -2 | -10 | 83* | 43* | 1 | 0 | 0.93
3) C/C=C(/C)C(=O)OC1c2c(ccc3ccc(=O)oc23)OC(C)(C)C1OC(=O)/C(C)=C\C (stereo not given)
→ 0.8 | -7 | 8 | -2 | -37 | -5 | -6 | 1.1
4) CCCCC1C(=O)N(c2ccccc2)N(c2ccccc2)C1=O
→ 1.7 | 4 | 20 | 7 | 1 | -1 | 0 | 0.9
5) O=C(O)CNC(=O)c1ccccc1
→ -2.7 | -2 | 8 | -12 | -2 | 1 | 0 | 1
6) CCOC(=O)NNc1nncc2ccccc12
→ -1.5 | -4 | 2 | -3 | -2 | 1 | 1 | 0.98
7) COc1cc([C@H]2Oc3cc([C@H]4Oc5cc(O)cc(O)c5C(=O)[C@@H]4O)ccc3O[C@@H]2CO)ccc1O
→ 1.4 | -4 | -8 | 2 | 17 | 1 | -9 | 1.1
8) CCCOC(=O)c1ccc(O)cc1
→ 0.0 | 5 | -3 | -16 | 2 | 0 | -2 | 0.77
9) Nc1c2c(nc3ccccc13)CCCC2O (stereo not given)
→ -1.5 | -6 | -3 | nt | -34 | -49 | -2 | nt
10) COc1ccc2nc(NC(=O)Nc3ccccc3)sc2c1
→ 3.8 | -6 | 1 | 68* | 0 | 1 | 23* | 1.1

# Part of the list above, set out differently:
[2] O=C(Nc1ccc(C(=O)O)c(O)c1)c1ccccc1
[9] Nc1c2c(nc3ccccc13)CCCC2O (stereo not given)

assay / compound,2,9
MPTP block,0.0,-1.5
ATG4B inh,-2,-6
PfG6PD inh,-10,-3
SENP6 inh,83*,nt
SENP8 inh,43*,-34
SENP1 inh,1,-49
GRIN3A LBD mod,0,-2
hIAP act,0.93,nt

# Other entries follow.
# Results follow in this order: MPTP block | ATG4B inh | PfG6PD inh | SENP6 inh | SENP8 inh | SENP1 inh | GRIN3A LBD mod | hIAP act
11) C[C@@H]1C[C@H]2[C@@H]3C[C@H](F)C4=CC(=O)C=C[C@]4(C)[C@@]3(F)[C@@H](O)C[C@]2(C)[C@@]1(O)C(=O)COC(=O)C(C)(C)C
→ 0.2 | -7 | 1 | -20 | 7 | 6 | -6 | 0.96
12) O=c1cc(-c2ccc(O)cc2)oc2cc(O[C@@H]3O[C@H](CO)[C@@H](O)[C@H](O)[C@H]3O[C@@H]3OC[C@](O)(CO)[C@H]3O)cc(O)c12
→ -1.4 | -4 | -8 | 1 | 27 | -11 | 0 | 0.95
13) C=C1c2cccc(O)c2C(O)=C2C(=O)[C@]3(O)C(O)=C(C(N)=O)C(=O)[C@@H](N(C)C)[C@@H]3[C@@H](O)[C@H]12
→ 5.2 | -23 | 14 | -3 | 36 | 31* | -6 | 0.74
14) CN(C)CCOc1ccccc1Cc1ccccc1
→ -0.9 | 4 | -7 | -8 | 10 | 2 | 9 | 0.94
15) COC(c1ccccc1)(c1ccccc1)C(Oc1nc(C)cc(C)n1)C(=O)O (stereo not given)
→ -1.7 | -6 | -7 | -6 | 10 | 0 | -2 | 1.1
16) COc1ccc(/C=C/C(=O)O)cc1
→ -0.2 | -20 | -9 | -6 | 6 | -1 | 0 | 1.1
17) C/C=C(/C)C(=O)O[C@@H]1c2cc(OC)c(OC)c(OC)c2-c2c(cc3c(c2OC)OCO3)C[C@H](C)[C@]1(C)O
→ 0.0 | -11 | -1 | -8 | 23 | 3 | -1 | 1.1
18) CCCCOc1ccc(CC(=O)NO)cc1
→ 2.6 | 10 | -15 | -6 | 4 | 2 | 1 | 1.1
19) CC(=O)Nc1ccccc1
→ 0.5 | -4 | 3 | -7 | -1 | 3 | 0 | 0.92
20) COc1c(O)cc2c(c1O)[C@@H]1O[C@H](CO)[C@@H](O)[C@H](O)C1OC2=O (stereo not given in full)
→ 8.6 | 1 | 1 | -9 | 43* | 1 | -2 | 1.1
21) Cc1cccc(C)c1NC(=O)C1CCCCN1C (stereo not given)
→ -1.7 | -3 | -15 | -10 | -3 | 1 | -1 | 0.92
22) Cn1c(=O)c2c(ncn2CCO)n(C)c1=O
→ 0.8 | -11 | 6 | 0 | 0 | 0 | -1 | 1.1
23) COc1ccc2ccc(=O)oc2c1
→ -1.6 | 1 | 18 | 4 | -204 | 0 | 1 | 0.91
24) CC1OC(CC(=O)O)CC2=C1C(=O)c1c(O)cccc1C2=O (stereo not given)
→ -3.2 | 8 | 131* | nt | 89* | 0 | -6 | nt
25) CC12CCC(=O)C=C1CCC1C2CCC2(C)C1CC[C@]2(O)C(=O)CO (stereo not given in full)
→ -0.8 | 5 | -8 | -17 | 0 | 1 | 1 | 1.2
26) Cc1cc(C)cc(OCC2CNC(=O)O2)c1 (stereo not given)
→ 1.3 | nt | 0 | nt | 11 | 0 | nt | nt
27) COc1c(O)cc2c(c1O)[C@@H]1OC(CO)C(O)C(O)[C@H]1OC2=O (stereo not given in full)
→ -3.4 | -3 | -9 | nt | 2 | -1 | 0 | nt
28) Cc1[nH]c2ccccc2c1/C=N/NC(N)=S
→ 2.1 | -9 | 6 | 5 | 10 | -1 | -1 | 0.94
29) COc1ccc(CN2CCN(C(c3ccc(F)cc3)c3ccc(F)cc3)CC2)c(OC)c1OC
→ 41 | 14 | 25 | -18 | 5 | 2 | 13* | 1.1
30) C[C@H]1c2cccc(O)c2C(O)=C2C(=O)[C@]3(O)C(O)=C(C(N)=O)C(=O)[C@@H](N(C)C)C3[C@@H](O)C21 (stereo not given in full)
→ 86* | 24 | 24 | 11 | -4 | 9 | 3 | 0.97

# The last 6 compounds of the section above are carried over, then new ones follow:
# Results follow in this order: MPTP block | ATG4B inh | PfG6PD inh | SENP6 inh | SENP8 inh | SENP1 inh | GRIN3A LBD mod | hIAP act
25) CC12CCC(=O)C=C1CCC1C2CCC2(C)C1CC[C@]2(O)C(=O)CO (stereo not given in full)
→ -0.8 | 5 | -8 | -17 | 0 | 1 | 1 | 1.2
26) Cc1cc(C)cc(OCC2CNC(=O)O2)c1 (stereo not given)
→ 1.3 | nt | 0 | nt | 11 | 0 | nt | nt
27) COc1c(O)cc2c(c1O)[C@@H]1OC(CO)C(O)C(O)[C@H]1OC2=O (stereo not given in full)
→ -3.4 | -3 | -9 | nt | 2 | -1 | 0 | nt
28) Cc1[nH]c2ccccc2c1/C=N/NC(N)=S
→ 2.1 | -9 | 6 | 5 | 10 | -1 | -1 | 0.94
29) COc1ccc(CN2CCN(C(c3ccc(F)cc3)c3ccc(F)cc3)CC2)c(OC)c1OC
→ 41 | 14 | 25 | -18 | 5 | 2 | 13* | 1.1
30) C[C@H]1c2cccc(O)c2C(O)=C2C(=O)[C@]3(O)C(O)=C(C(N)=O)C(=O)[C@@H](N(C)C)C3[C@@H](O)C21 (stereo not given in full)
→ 86* | 24 | 24 | 11 | -4 | 9 | 3 | 0.97
31) O=c1ccn([C@H]2C[C@H](O)[C@@H](CO)O2)c(=O)[nH]1
→ -0.8 | -26 | 3 | -13 | 8 | 3 | -2 | 0.97
32) COc1ccc(/C=N/NC(=O)c2ccncc2)cc1OC
→ 0.3 | -5 | -21 | -5 | -1 | 0 | 3 | 0.9
33) NNC(=O)CP(=O)(c1ccccc1)c1ccccc1
→ -0.2 | 3 | -18 | -1 | 7 | 1 | -2 | 1
34) CNc1c2c(nn1C)CCCC2
→ 1.0&-0.5 | 8&1 | -7&50 | 3&-1 | 12&-2 | 2&1 | 2&0 | 1.1&0.78
35) CCn1cc(C(=O)O)c(=O)c2cc(F)c(N3CCNCC3)nc21
→ nt | -10 | -2 | nt | -32 | -2 | -1 | nt
36) Cc1cccc2c1NC(=O)/C2=C\C(=O)c1cccs1
→ -3.6 | -11 | 28 | 9 | 4 | -1 | 3 | 1.1
37) O=C1Cc2c([nH]c3ccc([N+](=O)[O-])cc23)-c2ccccc2N1
→ -1.3 | 2 | 23 | nt | 19 | 3 | -6 | nt
38) CC(C)(CO)C(O)C(=O)NCCCO (stereo not given)
→ 2.2 | 1 | -9 | -8 | 5 | -1 | -5 | 0.94
39) NC(N)=NC(=O)Cc1c(Cl)cccc1Cl
→ 0.3 | 3 | 8 | 4 | 23 | 3 | -4 | 0.85
40) CC[C@]1(O)C[C@@H]2CN(CCc3c([nH]c4ccccc34)[C@@](C(=O)OC)(c3cc4c(cc3OC)N(C)[C@H]3[C@@](O)(C(=O)OC)[C@H](OC(C)=O)[C@]5(CC)C=CCN6CC[C@]43[C@@H]65)C2)C1
→ -1.4 | -9 | 26 | -6 | 7 | 24 | -1 | 1.1
41) O=C(O)/C=C/c1ccc(O)cc1
→ -2.2 | -4 | -3 | 13 | 26 | 1 | 0 | 0.97
